Bioassay records (PubChem)
LYPLA1 counter: blocks human lysophospholipase 1, a PME1 counter-screen; O75608; recombinant LYPLA1, FP-Rh probe fluorescence polarization; inhibition, % at 5.9 µM; 320,000 tested, 0.16% active;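 active means inhibition above the mean of all tested compounds plus 3 SD, set per campaign, cut at about 14% in these data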;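 further: inhibitors block serine hydrolase probe labeling of LYPLA1 so polarization falls; 0% = enzyme with DMSO and 100% = wells lacking LYPLA1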
Target sequence (O75608 whole entry, looked up): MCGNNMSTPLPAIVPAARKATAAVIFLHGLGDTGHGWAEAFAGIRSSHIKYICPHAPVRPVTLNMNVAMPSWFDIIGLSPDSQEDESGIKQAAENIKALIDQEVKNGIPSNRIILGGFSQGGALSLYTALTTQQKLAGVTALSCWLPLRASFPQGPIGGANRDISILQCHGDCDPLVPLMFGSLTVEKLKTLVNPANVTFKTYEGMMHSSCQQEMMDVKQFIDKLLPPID
GSTO1 inh: GSTO1 inhibition, counter-screen for RBBP9 inhibitors; recombinant GSTO1, activity-based probe fluorescence polarization; inhibition, % at 5.96 µM; 300,000 tested, 1.1% active;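 active means inhibition above the campaign mean inhibition plus 3 SD, cut at about 35% in these data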;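 further: 0% = GSTO1-1 with DMSO and 100% = wells lacking GSTO1-1 enzyme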
PAD4 FP inh: blocks human protein arginine deiminase 4. recombinant PAD4, RCA probe fluorescence polarization. inhibition, % at 6.36 µM. 330,000 tested, 0.41% active. Q9UM07;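 active means percent inhibition above a cutoff equal to the mean of all tested compounds plus 3 SD, cut at about 15% in these data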;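 further: 0% = PAD4 with RCA probe and DMSO and 100% = probe without PAD4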
pPAFAH inh: inhibitors of human plasma PAF acetylhydrolase (pPAFAH); 330,000 tested, 1.5% active; AID 463082; inhibition, % at 3.39 µM; recombinant pPAFAH, FP-rhodamine probe fluorescence polarization;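 active means inhibition above the mean inhibition across the screen plus 3 SD, cut at about 25% in these data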;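 further: inhibitors block binding of the rhodamine activity-based probe so polarization drops; 0% = enzyme with DMSO and 100% = wells lacking pPAFAH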
Target sequence (Q13093 whole entry, looked up): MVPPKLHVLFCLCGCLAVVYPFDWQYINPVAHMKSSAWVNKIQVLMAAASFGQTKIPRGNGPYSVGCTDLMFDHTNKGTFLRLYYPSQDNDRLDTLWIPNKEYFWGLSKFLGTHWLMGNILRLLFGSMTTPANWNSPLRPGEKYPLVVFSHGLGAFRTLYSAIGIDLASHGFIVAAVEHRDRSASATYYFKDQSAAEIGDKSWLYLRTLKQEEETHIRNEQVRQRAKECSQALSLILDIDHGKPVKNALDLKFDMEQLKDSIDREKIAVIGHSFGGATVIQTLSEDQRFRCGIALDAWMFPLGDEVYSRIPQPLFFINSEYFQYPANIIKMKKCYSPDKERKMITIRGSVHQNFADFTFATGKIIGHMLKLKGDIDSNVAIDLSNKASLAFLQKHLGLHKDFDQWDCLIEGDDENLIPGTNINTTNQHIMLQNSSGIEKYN
Fam108B counter: Fam108B inhibition, counter-screen for RBBP9 inhibitors; recombinant Fam108B, FP-Rh probe fluorescence polarization; 300,000 tested, 0.33% active; AID 1947; inhibition, % at 9.51 µM;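 active means inhibition above the screen mean inhibition plus 3 SD, computed separately per campaign, cut at about 18% in these data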;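 further: inhibitors lower polarization as less probe binds the enzyme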
PME-1 inh: PME-1 (human) inhibition; Q9Y570; recombinant PME-1, FP-Rh probe fluorescence polarization; inhibition, % at 5.9 µM; 320,000 tested, 0.53% active;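 active means inhibition above the campaign mean of all compounds plus 3 SD, cut at about 26% in these data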;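 further: competitive labeling of PME-1 active site by serine hydrolase directed probe; 0% = PME-1 with DMSO and 100% = wells lacking PME-1 enzyme; inhibitors block probe labeling so polarization falls and inhibition rises; many of its hits are not listed in these tables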
PAFAH1B3 inh: PAFAH1B3 (human) inhibition. recombinant PAFAH1B3, FP-rhodamine probe, fluorescence polarization. inhibition, % at 3.39 µM. 340,000 tested, 0.28% active;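 active means inhibition above the screen-wide average of all tested compounds plus 3 SD, cut at about 25% in these data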;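 further: 0% = enzyme with DMSO only and 100% = wells lacking PAFAH1B3 protein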
PAFAH1B2 inh: PAFAH1B2 (human) inhibition; recombinant PAFAH1B2, FP-rhodamine activity probe, fluorescence polarization; inhibition, % at 3.39 µM; 340,000 tested, 1.2% active;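 active means inhibition above the mean of all tested compounds plus 3 SD, cut at about 24% in these data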;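 further: 0% = enzyme with DMSO and 100% = wells lacking PAFAH1B2; many of its hits are not listed in these tables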
Target sequence (P68402 whole entry, looked up): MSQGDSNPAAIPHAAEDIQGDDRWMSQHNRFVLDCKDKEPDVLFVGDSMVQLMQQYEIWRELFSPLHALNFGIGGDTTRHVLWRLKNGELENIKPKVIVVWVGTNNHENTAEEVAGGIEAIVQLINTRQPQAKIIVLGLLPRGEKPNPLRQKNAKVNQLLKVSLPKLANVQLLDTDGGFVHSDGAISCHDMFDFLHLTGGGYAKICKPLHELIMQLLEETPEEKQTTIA
PAFAH2 FP inh: PAFAH2 (human) inhibition; Q99487; recombinant PAFAH2, FP-rhodamine activity probe, fluorescence polarization; inhibition, % at 3.39 µM; 340,000 tested, 0.99% active; AID 492956;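 active means inhibition above the mean over all tested compounds plus 3 SD, cut at about 30% in these data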;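 further: inhibitors block probe labeling of enzyme so polarization drops; 0% = enzyme with DMSO and 100% = wells lacking PAFAH2 protein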
* = called active by the depositor; x = not tested or not shown; & = joins results of further samples.

Short keys: A = LYPLA1 counter; B = GSTO1 inh; C = PAD4 FP inh; D = pPAFAH inh; E = Fam108B counter; F = PME-1 inh; G = PAFAH1B3 inh; H = PAFAH1B2 inh; I = PAFAH2 FP inh
#1 O=c1c2ccccc2ncn1-c1ccc([N+](=O)[O-])c(C(F)(F)F)c1
  A: -1; B: -4; C: -11; D: 5; E: -2; F: -2; G: 8; H: 0; I: 4
#2 Nc1ccc(C(=O)N/N=C2/CN3CCC2CC3)cc1
  A: 1; B: 3; C: -3; D: 7; E: 2; F: -2; G: 4; H: -1; I: 6
#3 O=C(C(Cc1ccccc1)NS(=O)(=O)c1ccc(F)cc1)N1CCC2(CC1)OCCO2 (stereo unspecified)
  A: 2; B: -1; C: 0; D: -2; E: -1; F: -1; G: -5; H: 1; I: 7
#4 CC1(C)CN(S(=O)(=O)OCC(Cl)(Cl)Cl)C(=O)N1
  A: 3; B: 3; C: 1; D: 1; E: 3; F: 1; G: -5; H: 4; I: 7
#5 N#CC1=C(N)Oc2c(c(=O)oc3ccccc23)C1c1ccc(OC(=O)N2CCOCC2)cc1 (stereo unspecified)
  A: 0; B: 5; C: 1; D: 4; E: 7; F: -5; G: 0; H: 3; I: 1
#6 COc1ccccc1OCC#CCN1CCCC(C)C1 (stereo unspecified)
  A: 2; B: -3; C: -1; D: 3; E: -4; F: 2; G: 13; H: 13; I: 4
#7 CCN(CC)C(=O)c1ccc(NC(=O)C2=C(C)OCCS2)cc1
  A: 1; B: -1; C: -2; D: 2; E: 1; F: 4; G: 8; H: 3; I: -6
#8 O=C(N/N=C/c1c(O)n(Cc2ccco2)c(=O)[nH]c1=O)c1ccccc1O
  A: 1; B: 17; C: -8; D: 30*; E: 14; F: -5; G: 9; H: 15; I: 35*
#9 NC(=O)c1ccc(N=Cc2c(O)n(Cc3ccco3)c(=O)[nH]c2=O)cc1
  A: -3; B: 8; C: -2; D: 6; E: 2; F: 0; G: 4; H: 0; I: 5
#10 COc1ccc(C2SCC(=O)Nc3c2c(=O)[nH]n3C2CCCCCC2)cc1OC (stereo unspecified)
  A: 1; B: -8; C: -3; D: 4; E: 1; F: 2; G: 0; H: 10; I: -6
#11 CC(C)CC(N(C)C)C1(c2ccc(Cl)cc2)CCC1 (stereo unspecified)
  A: x; B: x; C: -4&-3; D: -4&1; E: x; F: x; G: 3&-5; H: -1&-6; I: -4&5
#12 CCOC(=O)C1(CCCc2ccccc2)CCN(C2CCC2)CC1
  A: 1; B: -4; C: 2; D: 4; E: -2; F: 0; G: 5; H: -1; I: 3
#13 Cc1sc2c(c1C)C(c1ccc(C(C)(C)C)cc1)=NCC(=O)N2CC(=O)Nc1nccs1
  A: -5; B: 2; C: 2; D: 4; E: -3; F: 0; G: -2; H: -2; I: -1
#14 COc1ccc(CN2CCCC(C(=O)c3ccccc3SC)C2)cc1O (stereo unspecified)
  A: 2; B: 17; C: 5; D: 1; E: 2; F: 1; G: 0; H: 1; I: 1
#15 CCCCn1c(O)c(C(C)=NCCc2ccccc2)c(=O)[nH]c1=O
  A: 0; B: 2; C: -4; D: 5; E: 1; F: 5; G: 5; H: 0; I: -4
#16 CCCCn1c(O)c(C=NC2CCCCC2N)c(=O)[nH]c1=O (stereo unspecified)
  A: -1; B: 4; C: 2; D: -2; E: -7; F: 0; G: 4; H: 3; I: 9
#17 Cn1c(O)c(/C=N/N2CCCCC2)c(=O)[nH]c1=O
  A: 2; B: -3; C: -4; D: 2; E: 2; F: 4; G: -3; H: 4; I: -3
#18 COc1cccc(NP(=O)(Oc2ccc(Cl)cc2)Oc2ccc(Cl)cc2)c1
  A: -6; B: -3; C: -2; D: -1; E: -8; F: -5; G: 2; H: -3; I: -14
#19 O=c1c2ccccc2nc(C[n+]2ccccc2)n1-c1cccc(C(F)(F)F)c1
  A: 1; B: 0; C: 0; D: -1; E: 3; F: 0; G: 4; H: 1; I: -3
#20 COc1ccc(C(Nc2ccccc2)P(=O)(Oc2ccccc2)Oc2ccccc2)cc1 (stereo unspecified)
  A: -1; B: 1; C: 3; D: -1; E: 9; F: 3; G: 10; H: 3; I: 4
#21 CCN(CC)c1ccc(N=Cc2c(O)n(-c3ccc(OC)cc3)c(=O)[nH]c2=O)cc1
  A: -5; B: 32; C: 11; D: 25*; E: -2; F: -2; G: 5; H: 1; I: 1
#22 O=c1[nH]c(=O)n(Cc2ccco2)c(O)c1C=NCc1ccco1
  A: 0; B: -4; C: -4; D: 2; E: -3; F: 4; G: 5; H: -1; I: 2
#23 CC(C)COc1ccc(C2(C#N)CC[N+](C)(C)CC2)cc1
  A: -6; B: 4; C: 8; D: 0; E: 9; F: -6; G: -5; H: 0; I: 7
#24 CC(C)n1cc(C(=O)N(CC(=O)NC(C)(C)C)Cc2ccccc2)cn1
  A: -2; B: 8; C: 3; D: -4; E: 1; F: -7; G: 2; H: 1; I: -8
#25 CCCCC(=O)N/N=C/c1c(O)n(Cc2ccc(F)cc2)c(=O)[nH]c1=O
  A: -4; B: -1; C: -4; D: 9; E: 1; F: 10; G: -2; H: 13; I: -3

The last three records of the part above lead into the next.
Short keys: A = LYPLA1 counter; B = GSTO1 inh; C = PAD4 FP inh; D = pPAFAH inh; E = Fam108B counter; F = PME-1 inh; G = PAFAH1B3 inh; H = PAFAH1B2 inh; I = PAFAH2 FP inh
#23 CC(C)COc1ccc(C2(C#N)CC[N+](C)(C)CC2)cc1
  A: -6; B: 4; C: 8; D: 0; E: 9; F: -6; G: -5; H: 0; I: 7
#24 CC(C)n1cc(C(=O)N(CC(=O)NC(C)(C)C)Cc2ccccc2)cn1
  A: -2; B: 8; C: 3; D: -4; E: 1; F: -7; G: 2; H: 1; I: -8
#25 CCCCC(=O)N/N=C/c1c(O)n(Cc2ccc(F)cc2)c(=O)[nH]c1=O
  A: -4; B: -1; C: -4; D: 9; E: 1; F: 10; G: -2; H: 13; I: -3
#26 CC(=O)NC(Cc1ccc(N(CCCl)CCCl)cc1)C(=O)NC(CC(C)C)C(=O)O (stereo unspecified)
  A: -2; B: -1; C: 5; D: -4; E: 6; F: -3; G: 3; H: 18; I: 7
#27 CCN(CC)CCN=Cc1c(O)n(Cc2ccccc2)c(=O)[nH]c1=O
  A: 0&1; B: 23&1; C: 2&-2; D: 1&4; E: 0&0; F: 2&-2; G: -1&-1; H: -2&1; I: 0&-8
#28 O=C(Nc1ccccc1)Oc1ccccc1
  A: 1; B: -1; C: -1; D: -1; E: 2; F: 1; G: 5; H: 3; I: 4
#29 Cc1cccnc1-n1c(-c2ccccc2)nc2ccccc2c1=O
  A: 0; B: 0; C: 6; D: -1; E: 3; F: 2; G: 8; H: 1; I: -3
#30 COc1c2c(cc3c1OCO3)CC[N+](C)=C2
  A: 2; B: 5; C: -3; D: 3; E: -1; F: 0; G: 8; H: 7; I: -2
#31 O=c1[nH]c(=O)n(CCc2ccccc2)c(O)c1C=NCc1ccc2c(c1)OCO2
  A: -1; B: 4; C: 1; D: 3; E: -5; F: 3; G: 1; H: 1; I: 0
#32 C[C@]12CCC3=C4CCC(=O)C=C4CC[C@H]3C1CC[C@@H]2O (stereo partly specified)
  A: -2; B: 4; C: -3; D: 4; E: -1; F: 2; G: 10; H: 5; I: -6
#33 NCC(CC(=O)O)c1ccc(Cl)cc1 (stereo unspecified)
  A: 0; B: 8; C: 1; D: -1; E: 1; F: -1; G: 0; H: 1; I: -1
#34 C/C(=C\c1ccc(N(C)C)cc1)[N+](=O)[O-]
  A: -1; B: 0; C: -3; D: 3; E: -2; F: -2; G: 4; H: 5; I: -5
#35 COC(=O)C1=C(c2ccccc2OCc2ccccc2)C[C@@H]2CC[C@H]1N2C(=O)NCc1ccc([N+](=O)[O-])cc1
  A: -4; B: x; C: -3; D: 0; E: x; F: -2; G: 6; H: 12; I: 3
#36 COC(=O)C1=CCCN(C)C1
  A: -2; B: 4; C: -5; D: 5; E: -1; F: 0; G: 4; H: 0; I: 1
#37 O=C1NC(=S)N(c2ccccc2F)C(=O)/C1=C\c1cccs1
  A: -11; B: -6; C: -13; D: -5; E: -5; F: -11; G: -1; H: 6; I: -6
#38 O=C(c1cc(C(=O)NCc2ccccc2)c(=O)n(Cc2ccccc2)c1)c1cc(Cl)ccc1O
  A: -34; B: -32; C: -3; D: -4; E: -32; F: -34; G: 17; H: 1; I: -44
#39 NNC(=O)CN1C(=O)CN=C(c2ccccc2)c2cc(Br)ccc21
  A: -4; B: 3; C: -1; D: -3; E: 0; F: -2; G: -5; H: 1; I: 2
#40 O=C1N(CN2CCOCC2)c2ccccc2C1(O)c1c[nH]c2ccccc12 (stereo unspecified)
  A: 0; B: -7; C: 2; D: -3; E: 1; F: -9; G: 0; H: 3; I: -8
#41 CC(C)OC(=O)C1C(=O)NC2(C)CC1c1ccccc1O2 (stereo unspecified)
  A: 1; B: 4; C: -2; D: 0; E: -2; F: -1; G: 4; H: 3; I: 10
#42 CC(C)(C)P(=O)(NCc1ccccc1)c1ccccc1 (stereo unspecified)
  A: 1; B: -2; C: -4; D: 4; E: 3; F: 6; G: -1; H: 1; I: -6
#43 CCC(C)n1c(O)c(/C=N/Nc2nc3c(c(=O)n(C)c(=O)n3C)n2C)c(=O)[nH]c1=S (stereo unspecified)
  A: 1; B: -3; C: 0; D: 8; E: 5; F: 4; G: 6; H: 6; I: 17
#44 C=CCn1c(O)c(C(C)=NCc2ccco2)c(=O)[nH]c1=O
  A: -4; B: 5; C: 1; D: 3; E: -1; F: -2; G: 4; H: -1; I: -3
#45 Cc1onc(-c2ccccc2)c1C(=O)N1CCC2(CC1)OCCO2
  A: 3; B: 11; C: 4; D: 5; E: -3; F: -4; G: 5; H: 5; I: -4
#46 Oc1ccc(C2=CCNCC2)cc1O
  A: -2; B: 34; C: 5; D: 8; E: 1; F: 0; G: 9; H: 7; I: -2
#47 Cc1cc(C)c(C2=NOC(O)(C(F)(F)F)C2)c(=O)[nH]1 (stereo unspecified)
  A: 0; B: 8; C: -1; D: -2; E: 0; F: 0; G: 4; H: 4; I: 1
#48 O=C(Nc1ccc(Cl)c(Cl)c1)c1ccco1
  A: -10; B: -9; C: -5; D: 2; E: 0; F: 0; G: 4; H: -2; I: 4
#49 c1coc(CNCCc2c[nH]c3ccccc23)c1
  A: -3; B: 2; C: -2; D: 1; E: 6; F: 8; G: -1; H: 4; I: 7
#50 N#CCCn1cc(C(=O)Nc2ccccc2Cl)c(-c2ccc([N+](=O)[O-])cc2)n1
  A: 0; B: 3; C: 3; D: 1; E: 6; F: 8; G: 7; H: 1; I: 2
#51 COC(=O)C1=C(c2ccc(OC)c(OC)c2)C[C@@H]2CC[C@H]1N2C(=O)NCC1CC1
  A: -4; B: x; C: -3; D: 0; E: x; F: 0; G: -2; H: 3; I: -1
#52 COc1ccc(Cc2nccc3cc(OC)c(OC)cc23)cc1OC
  A: 0; B: 17; C: -6; D: -4; E: -8; F: -8; G: 5; H: 2; I: 4
#53 ClCCOCCCl
  A: 6; B: x; C: -3; D: 6; E: x; F: -2; G: 3; H: 2; I: 2

A portion of the library, so the mix of outcomes need not match the whole.
